JMJD2C inh: inhibitors of human GASC-1 (JMJD2C) demethylase | GST-JMJD2C(1-420) H3K9me3 demethylation, DELFIA europium | Q9H3R0 | AID 2099 | inhibition, % at 2.35 µM | hit rate 0.069% among 330,000;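 active means more than half of a compound's replicate wells show inhibition beyond 50%, single wells judged on their own value; inconclusive means some, but no more than half, of replicates pass 50% inhibition; inactive means no replicate passes 50% inhibition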;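 further: signal counts dimethyl H3K9 product captured on neutravidin plate; 0% = median of DMSO wells and 100% = 0.3 times that DMSO median; strong numbers were not always called active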
Target sequence (Q9H3R0 1-420 limits assumed): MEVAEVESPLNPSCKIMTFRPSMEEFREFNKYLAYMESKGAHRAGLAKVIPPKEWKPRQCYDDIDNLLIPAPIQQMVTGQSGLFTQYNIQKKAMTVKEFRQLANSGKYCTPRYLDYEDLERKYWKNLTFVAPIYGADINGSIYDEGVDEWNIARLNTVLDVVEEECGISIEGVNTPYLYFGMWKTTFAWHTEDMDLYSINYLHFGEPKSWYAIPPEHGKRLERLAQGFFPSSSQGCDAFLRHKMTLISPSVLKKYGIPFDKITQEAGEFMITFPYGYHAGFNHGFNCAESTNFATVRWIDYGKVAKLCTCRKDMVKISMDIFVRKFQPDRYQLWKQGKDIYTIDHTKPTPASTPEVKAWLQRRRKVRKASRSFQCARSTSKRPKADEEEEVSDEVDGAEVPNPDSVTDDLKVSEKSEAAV
Starred values were filed as active, the others as inactive.

Sample of the layout, two compounds:
`O=C1CCCN1CCCN=c1c([N+](=O)[O-])nn(-c2ccc(Cl)cc2)n1O` gave JMJD2C inh 18.
COc1ccc(N(C)C(=O)Nc2ccc3nsnc3c2)cc1 was read as JMJD2C inh 10.

This part in full, from the first entry:
`O=C1CCCN1CCCN=c1c([N+](=O)[O-])nn(-c2ccc(Cl)cc2)n1O` gave JMJD2C inh 18.
COc1ccc(N(C)C(=O)Nc2ccc3nsnc3c2)cc1 was read as JMJD2C inh 10.
`Cc1cc(C)nc(N2CCCC(C(=O)Nc3nnc(C(C)C)s3)C2)n1` (stereo not given) gave JMJD2C inh 1.
`CCOc1ccc(C2C(C(=O)c3ccco3)=C(O)C(=O)N2CCN(C)C)cc1` (stereo not given) gave JMJD2C inh -19.
Screening Cn1c(O)c(C=Nc2ccc(N3CCOCC3)cc2)c(=O)n(C)c1=S returned JMJD2C inh 33.
Screening C=CCSc1nc(-c2ccc(OC)cc2)c(C#N)c(=O)n1CC=C returned JMJD2C inh inconclusive.
Screening O=[N+]([O-])c1ccc(C2=NN(c3ccccc3)C(c3ccco3)C2)cc1 (stereo not given) returned JMJD2C inh -4.
`COc1ccc(CC(=O)Nc2cccc(SC)c2)cc1OC` gave JMJD2C inh inconclusive.
`CCn1c(=O)cc(SCC(=O)N2CCN(c3ccccn3)CC2)c2ccccc21` gave JMJD2C inh inactive.
`CCC(C)NC(=S)Nc1ccccc1` (stereo not given) gave JMJD2C inh 7.
`O=C(NCc1ccco1)C12CN(Cc3ccccc3)CC1C(c1ccc([N+](=O)[O-])cc1)=NO2` (stereo not given) gave JMJD2C inh 7.
Screening O=C(O)CCCCCN1C(=O)C(=O)/C(=C(/O)c2ccccc2)C1c1ccccc1 (stereo not given) returned JMJD2C inh 6.
COc1ccc(-n2cnnc2SC(C)c2nc3sc(C)c(C)c3c(=O)[nH]2)cc1 (stereo not given) was read as JMJD2C inh 15.
COc1cc(S(=O)(=O)N2CCN(C(=O)c3ccccc3F)CC2)c(OC)cc1NC(C)=O was read as JMJD2C inh 1.
`CCCn1c(SCC(=O)N2CCc3ccccc32)nnc1-c1ccncc1` gave JMJD2C inh 103.
Screening COC(C[C@@H](O)C[C@@H](O)[C@@H](C)OCc1ccccc1)OC returned JMJD2C inh 0.
For O=C(CSc1nnc(-c2cccs2)o1)N1CCOCC1 the results were JMJD2C inh -30.
For O=C1CCC(C(=O)N2CCN(c3cnccn3)CC2)CN1CCc1ccc(Cl)cc1 (stereo not given) the results were JMJD2C inh -4.
Screening CC(C)CN1CN(S(=O)(=O)c2cccs2)c2nc3ccccc3nc21 returned JMJD2C inh 0.
Screening COc1ccccc1N(C(=O)CNS(=O)(=O)c1ccccc1)C(C(=O)NCc1ccco1)C(C)C (stereo not given) returned JMJD2C inh 7.
For CCCc1cc(=O)oc2c(C)c(OC3CCCCC3=O)ccc12 (stereo not given) the results were JMJD2C inh 8.
Screening C[C@H]1C=C(C(=O)N2CCOCC2)O[C@@H](OCc2ccc(CO)cc2)C1 returned JMJD2C inh 17.
Screening Cc1ccc(Nc2nc(-c3sc(NC(=O)c4ccc([N+](=O)[O-])cc4)nc3C)cs2)cc1 returned JMJD2C inh 4.
For COc1ccccc1N1CCN(S(=O)(=O)c2ccc3c4c(cccc24)C(=O)N3C)CC1 the results were JMJD2C inh 0.
Screening O=C(NCCc1cccc(Cl)c1)c1ccc(OC2CCN(Cc3ccccn3)CC2)cc1 returned JMJD2C inh -3.
For C=C(C)CSc1nnc2n(Cc3ccccc3)c(=O)c3c4c(sc3n12)CCC4 the results were JMJD2C inh -23.
O=C1c2ccccc2C(=O)C12Cc1ccccc1N1CCN(c3ccccc3)CC12 (stereo not given) was read as JMJD2C inh -3.
CCc1c(C)nc(SCC(=O)N2CCc3ccccc32)[nH]c1=O was read as JMJD2C inh -18.
CCC(=O)N1CCN(c2ccc(NC(=O)c3ccc([N+](=O)[O-])o3)cc2)CC1 was read as JMJD2C inh 31.
`COc1ccc(-c2cccc(C3CC=CC4C3C(=O)N(Cc3ccccc3)C4c3cc(C)ccc3F)c2)cc1` (stereo not given) gave JMJD2C inh 35.
CC(=O)Nc1cccc(-c2csc(Nc3ncccn3)n2)c1 was read as JMJD2C inh 1.
`Cc1cc(Cl)c2oc(C(=O)N(C)Cc3nccn3C)c(C)c2c1` gave JMJD2C inh -12.
C=CCn1c(=O)c2ccccc2n2c(SCC(=O)N(C)C)nnc12 was read as JMJD2C inh 11.
O=C(O)CSc1cc(C(=O)c2ccccc2O)cn2c(=O)c3c4c(sc3nc12)CCCC4 was read as JMJD2C inh 20.
Screening CCOc1ccc(CN2CCN(c3cc(C)nc4c5c(C)cc(C)nc5nn34)CC2)cc1 returned JMJD2C inh -21.
`CN(CCc1ccccc1)C(=O)c1cc(COc2cccc(C(F)(F)F)c2)on1` gave JMJD2C inh -12.
`O=C(NCc1ccccc1)C1=C[C@@H](c2ccc(C(F)(F)F)cc2)C[C@@H](OCc2ccc(CO)cc2)O1` gave JMJD2C inh 1.
O=C(CCCN1C(=O)c2ccccc2C1=O)NC1=NCCS1 was read as JMJD2C inh 1.
For O=c1c2ccccc2sn1-c1nccs1 the results were JMJD2C inh -6.
`COc1cc(-c2noc(C)c2-c2ccc(N(C)C)nc2)cc(OC)c1OC` gave JMJD2C inh -18.
Screening COc1ccc(-n2c(C)nn(CC3CC3)c2=O)cc1 returned JMJD2C inh inactive.
For COc1cc(O)c(C(CCN2CCCCC2)c2ccc3c(c2)OCO3)c(OC)c1 (stereo not given) the results were JMJD2C inh 4.
Screening COc1ccc(C2=NN(C(=O)c3ccccc3)C(c3ccc(OC)c(OC)c3)C2)cc1OC (stereo not given) returned JMJD2C inh -3.
CCCc1nc2c(s1)CCc1onc(-c3cccc([N+](=O)[O-])c3)c1-2 was read as JMJD2C inh 4.
COc1ccc(N=C2S/C(=C\c3ccc(OCC(=O)O)cc3)C(=O)N2CCc2c[nH]c3ccccc23)cc1 was read as JMJD2C inh 2.
Screening Cc1c(C(=O)NCc2cccnc2)sc2ncn(CC(=O)N3CCCCC3C)c(=O)c12 (stereo not given) returned JMJD2C inh -6.
S=C1SCN(Cc2ccccc2)CN1Cc1ccccc1 was read as JMJD2C inh -4.
Cc1cccc(OCc2nc(C)cc(=O)[nH]2)c1 was read as JMJD2C inh 1.
For Cn1ccc(C(=O)N/N=C/c2ccncc2)n1 the results were JMJD2C inh 3.
For CCO[C@@H]1OC(C(=O)NCc2nc3ccccc3[nH]2)=C[C@H](C)[C@H]1CCCO the results were JMJD2C inh -7.
For Clc1nc2ccccc2cc1-c1nnn(-c2ccccc2)n1 the results were JMJD2C inh 5.
For CN1CCN(Cc2nc3c(c(=O)n(C)c(=O)n3C)n2Cc2cccc3ccccc23)CC1 the results were JMJD2C inh -7.
Screening NCCCC[C@H](N)c1nnc([C@H](CCC(=O)O)NC(=O)C2CCNCC2)o1 returned JMJD2C inh 5.
CCC(C)(C)NC(=O)C(c1cccnc1)N(CCOC)C(=O)Cn1nnc2ccccc21 (stereo not given) was read as JMJD2C inh 2.
For COc1ccccc1N(CC(=O)Nc1ccccc1C(=O)N1CCCC1)S(C)(=O)=O the results were JMJD2C inh -9.
Screening Cc1ccc2cc(C#N)c(SCC(=O)Nc3ccc4sc(C)nc4c3)nc2c1 returned JMJD2C inh -26.
O=C(Nc1cccc(Cl)c1)c1ccc2c(=O)n3c(nc2c1)CCCCC3 was read as JMJD2C inh 23.
For O=C(O)COc1ccccc1C(Nc1cccnc1)c1cc(Cl)c2cccnc2c1O (stereo not given) the results were JMJD2C inh -15.
`O=C(O)C1=C[C@H](c2csc3ccccc23)C[C@H](OCc2ccc(CO)cc2)O1` gave JMJD2C inh 13.
CC(C)CSc1nc2c(c(=O)[nH]c(=O)n2C)n1CC(O)COc1cccc2ccccc12 (stereo not given) was read as JMJD2C inh -21.
CCN1C(=O)[C@H]2[C@@H](c3ccc(-c4ccc(Cl)c(Cl)c4)cc3)N3CCCC[C@@]3(C(=O)OC)[C@H]2C1=O was read as JMJD2C inh 2.
`COc1cc(C)ccc1OCc1cc(C(=O)N2CCCCCC2)no1` gave JMJD2C inh -14.
For Brc1ccccc1-n1nnc(-c2cccnc2)n1 the results were JMJD2C inh -4.
CCOc1c2ccc(C(=O)NCc3ccc4c(c3)OCO4)cc2nn1C was read as JMJD2C inh 3.
COc1ccc(-c2c(C)oc3c(CN4CCCC(C)C4)c(O)ccc3c2=O)cc1OC (stereo not given) was read as JMJD2C inh -5.
`CC(=O)c1cnc(-c2ccccc2)s1` gave JMJD2C inh 7.
COc1ccc(C(=O)Nc2cccc(/C(C)=N\NC(=O)c3ccoc3C)c2)cc1OC was read as JMJD2C inh 8.
Screening Cn1cc(Br)c(C(=O)N2CCCCCC2)n1 returned JMJD2C inh 8.
`C=CCOc1ccccc1CN1CCC(n2nccc2NC(=O)C2CC2)CC1` gave JMJD2C inh -1.
For Cc1ccc(OCC(=O)Nc2ccc(S(=O)(=O)N3CCOCC3)cc2)c(C)c1 the results were JMJD2C inh 0.

Already shown: entries from further up.
CCN1C(=O)[C@H]2[C@@H](c3ccc(-c4ccc(Cl)c(Cl)c4)cc3)N3CCCC[C@@]3(C(=O)OC)[C@H]2C1=O was read as JMJD2C inh 2.
`COc1cc(C)ccc1OCc1cc(C(=O)N2CCCCCC2)no1` gave JMJD2C inh -14.
For Brc1ccccc1-n1nnc(-c2cccnc2)n1 the results were JMJD2C inh -4.
CCOc1c2ccc(C(=O)NCc3ccc4c(c3)OCO4)cc2nn1C was read as JMJD2C inh 3.

Going on with the list:
Screening COC(=O)c1cc([N+](=O)[O-])c(-n2cncn2)c([N+](=O)[O-])c1 returned JMJD2C inh 6.
Screening CN1CCC(=O)N([C@H](CSc2ccc(Br)cc2)c2ccccc2)CC1 returned JMJD2C inh 1.
`COC(=O)c1[nH]c2cccc(OC)c2c1NC(=O)CCN1CCN(c2ccccc2F)CC1` gave JMJD2C inh 13.
Screening N#C/C(C(=O)Oc1ccccc1)=C1/Nc2ccccc2-c2ccccc21 returned JMJD2C inh -3.
Cc1ccc(CNC(=O)C2CCC(=O)N(CCc3cccc(F)c3)C2)s1 (stereo not given) was read as JMJD2C inh -9.
Screening O=C(c1c[nH]c2ccc(S(=O)(=O)N3CCC4(CC3)OCCO4)cc2c1=O)N1CCOCC1 returned JMJD2C inh 0.
COc1ccc(NC(=O)C2CCN(C(=O)C3CC(=O)N(c4ccc(C)cc4)C3)CC2)cc1 (stereo not given) was read as JMJD2C inh -8.
`Cc1cccc(NC(=O)c2cnc3sccn3c2=O)c1C` gave JMJD2C inh 36.
For COc1ccc(S(=O)(=O)N2CCOCC2)cc1NC(=O)COC(=O)c1ccc(C)s1 the results were JMJD2C inh -5.
Screening COc1cccc(NC(=O)C2CCC2)c1 returned JMJD2C inh 4.

Looked up one by one from the entries so far (six):
`Cc1cccc(NC(=O)c2cnc3sccn3c2=O)c1C` gave JMJD2C inh 36.
Cc1ccc(CNC(=O)C2CCC(=O)N(CCc3cccc(F)c3)C2)s1 (stereo not given) was read as JMJD2C inh -9.
Screening COc1cccc(NC(=O)C2CCC2)c1 returned JMJD2C inh 4.
Screening COC(=O)c1cc([N+](=O)[O-])c(-n2cncn2)c([N+](=O)[O-])c1 returned JMJD2C inh 6.
For COc1ccc(S(=O)(=O)N2CCOCC2)cc1NC(=O)COC(=O)c1ccc(C)s1 the results were JMJD2C inh -5.
COc1ccc(NC(=O)C2CCN(C(=O)C3CC(=O)N(c4ccc(C)cc4)C3)CC2)cc1 (stereo not given) was read as JMJD2C inh -8.

Next part:
O=c1[nH]c(-c2ccccn2)nc2sc(-c3ccccc3)cc12 was read as JMJD2C inh 18.
`N#Cc1sc2nc(-c3ccccc3)cc(C(F)(F)F)c2c1N` gave JMJD2C inh 8.
For CC1(c2nnc(Cc3ccccc3)o2)CC(c2ccc(Cl)cc2)=NO1 (stereo not given) the results were JMJD2C inh -1.
CC(C)c1cc(CNC(=O)c2cc(COc3cncc(Cl)c3)on2)on1 was read as JMJD2C inh -10.
For COC(C/C=C\[C@@H](O)[C@H](C)OCc1ccccc1)OC the results were JMJD2C inh 3.
Cc1ccccc1CCNC(=O)C1CCN(S(=O)(=O)c2ccc(-n3cnnn3)cc2)CC1 was read as JMJD2C inh 8.
For COc1ccc(C2=NOC(Cn3nc(C(=O)NCc4ccccc4OC)cc3-c3ccccc3)C2)cc1 (stereo not given) the results were JMJD2C inh -1.
`CCCc1cc(=O)[nH]c2nnc(SCC(=O)Nc3nnc(CC)s3)n12` gave JMJD2C inh 5.
COc1ccc(NC(=O)C2CCCN2C(=O)Nc2ccc(OC)cc2)cc1 (stereo not given) was read as JMJD2C inh -11.
For CCOC(=O)N1CCN(c2nc3c(c(=O)[nH]c(=O)n3C)n2Cc2ccccc2Cl)CC1 the results were JMJD2C inh 13.
Screening CCn1cc(CN2CCCC(CNS(=O)(=O)c3ccc(OC)cc3)C2)cn1 (stereo not given) returned JMJD2C inh 3.
Screening O=C(CNS(=O)(=O)c1ccc(Br)s1)N1CCN(c2ncccn2)CC1 returned JMJD2C inh -1.
Screening CCCCN(C(=O)c1ccc(S(=O)(=O)N2CCCCC2)cc1)C1CCS(=O)(=O)C1 (stereo not given) returned JMJD2C inh 4.
O=C(OCc1cccc2ccccc12)c1ccc2c(=O)[nH]c(CN3CCOCC3)nc2c1 was read as JMJD2C inh -10.
`CCOc1ccccc1N(C)C(=O)c1cn(CC)c(=O)c2cc(OC)c(OC)cc12` gave JMJD2C inh 8.

High-throughput results as filed in PubChem BioAssay.

A portion of the library. The share of hits here may be higher or lower than overall.
